Screening results: PubChem, National Center for Advancing Translational Sciences (NCATS)
G9a inh – inhibitors of human histone lysine methyltransferase G9a; 350,000 compounds, 8.8% hits; Q96KQ7; G9a H3K9 monomethylation, AlphaScreen, 2 h; Potency, µM (series often up to 102 µM), inactives show top-dose activity, negative = inhibition, hits mostly inhibitors; also: potency is read from the fitted curve at half-maximal effect; % is scaled to controls: 0 for no effect and ±100 for the full control effect; nearly all actives have a fitted effect of over 75% in size
Target sequence (Q96KQ7 913-1193 limits assumed): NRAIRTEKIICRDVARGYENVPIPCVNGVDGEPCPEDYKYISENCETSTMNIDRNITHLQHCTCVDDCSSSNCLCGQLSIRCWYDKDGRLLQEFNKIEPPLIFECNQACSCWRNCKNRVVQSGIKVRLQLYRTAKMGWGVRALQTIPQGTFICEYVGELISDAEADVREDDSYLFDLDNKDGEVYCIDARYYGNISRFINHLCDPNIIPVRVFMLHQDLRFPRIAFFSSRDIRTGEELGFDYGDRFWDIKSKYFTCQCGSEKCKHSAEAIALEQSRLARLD
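Enzyme 20 nM + cpd, 15 min RT; add b-H3K9 pep 500 nM / SAM 20 uM; 2 h RT; anti-H3K9me1 Ab 0.5 ug/mL + SA donor / anti-rabbit acceptor beads 20 ug/mL each, 10 min; AlphaScreen read.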
ERG Ets-DNA blk – blocks human ERG Ets domain binding to DNA. 370,000 compounds, 0.028% hits. fluorescence polarization, His-ERG Ets domain / labelled DNA. AID 624246. P11308. Potency, µM (highest dose often 76.9 µM), without a hit: at the top dose FP activity, negative = inhibition, most hits filed as inhibitors; active = well fitted inhibition curve with a large enough effect in the polarisation, with a control signal flat; inconclusive = small, poorly fitted or top-dose-only effect, or effect the other way, or a change in a side signal; inactive = no such curve, though single readings can be large or run the other way; the % refers to the polarisation;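 also: polarization taken with two DNA probes labelled with fluorescein and Texas red; potency is read from the fitted curve at half-maximal effect; % of control where 0% means no effect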
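His-tagged ERG Ets domain (1 uM in the protein solution; 300mM KCl, 50mM Tris-HCl, 1mM EDTA, 1mM DTT, pH 7.5) received compound, then a probe mix of 5 nM fluorescein-DNA and 100nM Texas-615-DNA. Fluorescence polarization was read for both dyes.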
HP1b chromo inh – HP1-beta chromodomain-methylated histone interaction inhibition | P83916 | AlphaScreen HP1-beta / biotin-H3K9me3 peptide binding | Potency, µM (highest dose often 114 µM), without a hit: top-dose activity change, negative = inhibition, hits mostly inhibitors | 390,000 compounds, 0.56% hits; also: potency is read from the fitted curve at half-maximal effect; nearly all actives have a fitted effect of over 70% in size; inactives centre near 23
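AlphaScreen: HP1-beta (50 nM) preformed 30 min with biotin-H3(1-18)K9me3 peptide (50 nM) in PBS pH 7.4, 0.01% Tween-20. Compound added for 30 min at RT, then streptavidin donor/nickel chelate acceptor beads (10 ug/mL) for 30 min.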
JMJD2A Tudor inh – blocks the human JMJD2A Tudor domain. O75164. AlphaScreen JMJD2A-Tudor / H3K4me3 peptide binding. Potency, µM (top dose mostly 114 µM), for inactives: top-dose activity change, negative = inhibition, usual class: inhibitors. 390,000 compounds, 4.4% hits. AID 504339; also: potency is read from the fitted curve at half-maximal effect; % is scaled to controls: 0 for no effect and ±100 for the full control effect; nearly all actives have a fitted effect of over 50% in size
RGS4 inh – blocks human RGS4-accelerated GTP hydrolysis. Transcreener GDP fluorescence polarization, RGS4-accelerated GTP hydrolysis. AID 504845. P49798. 390,000 compounds, 0.039% hits. Potency, µM (series often up to 114 µM), for inactives: at the top dose activity change, negative = inhibition, hits mostly inhibitors; also: potency is read from the fitted curve at half-maximal effect; % is scaled to controls: 0 for no effect and ±100 for the full control effect; nearly all actives have a fitted effect of over 75% in size; some results filed as inactive show a strong effect at the top dose
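MLSMR compounds (23 nl, pin-transferred) preincubated 10 min at room temperature with a 500nM (2x) first reagent, then RGS4 at 900nM (2x) plus Transcreener GDP mix added; fluorescence polarization (620/688 nm) read before and after 90 min at 30 °C.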
BAZ2B block – blocks human BAZ2B; Q9UIF8; AlphaScreen BAZ2B-H3K14Ac peptide displacement; Potency, µM (doses to about 114 µM), for inactives: at the top dose activity change, negative = inhibition, usual class: inhibitors; 360,000 compounds, 4.4% hits; also: potency is read from the fitted curve at half-maximal effect; % is scaled to controls: 0 for no effect and ±100 for the full control effect; nearly all actives have a fitted effect of over 60% in size
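Complex of BAZ2B and biotin-H3K14Ac (50 nM apiece) forms over 30 min at RT, then faces library compounds up to 110 uM for another 30 min; AlphaScreen beads added, 20 min dark incubation, luminescence read.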
PI4K2A block – blocks human PI4K2A kinase activity; 420,000 compounds, 0.13% hits; purified PI4K2A, ADP-Glo luminescence, 1 h; stronger effect = lower value; activity change, negative = inhibition, % at 76.9 µM; in the data active = activity change below about -50%; inconclusive = mostly about -30% to -49%;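 also: -100% = wells without enzyme as full effect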
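PI4K2A activity was measured by ADP-Glo luminescence: enzyme (4 ug/mL stock) and phosphatidylinositol (1.2 mM stock) in Tris pH 7.5/MgCl2/EGTA/Triton X-100 buffer were reacted with ATP (300 microM stock) for one hour at ambient temperature.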
GLS inhibitor – blocks human kidney-isoform glutaminase activity | O94925 | GLS enzymatic activity, qHTS titration | Potency, µM (top dose mostly 45.5 µM), for the others: at the top dose activity change, negative = inhibition, actives largely listed as inhibitors | 410,000 compounds, 0.21% hits | AID 624170; also: potency is read from the fitted curve at half-maximal effect; % is scaled to controls: 0 for no effect and ±100 for the full control effect
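Glutamate formation by hKGA was monitored fluorometrically using coupled glutamate oxidase, HRP and Amplex Red. Substrate was added as 1 mM L-glutamine solution; incubation was 30 min at RT after an initial read.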
12-LOX inh – ALOX12 (human) lipoxygenase inhibition; P18054; purified 12hLO, xylenol orange hydroperoxide absorbance; Potency, µM (doses to about 108 µM), for the others: at the highest dose activity change, negative = inhibition, most hits filed as inhibitors; 580,000 compounds, 1.1% hits; AID 1671190; also: potency is read from the fitted curve at half-maximal effect; % is scaled to controls: 0 for no effect and ±100 for the full control effect
Target sequence (P18054 whole entry, looked up): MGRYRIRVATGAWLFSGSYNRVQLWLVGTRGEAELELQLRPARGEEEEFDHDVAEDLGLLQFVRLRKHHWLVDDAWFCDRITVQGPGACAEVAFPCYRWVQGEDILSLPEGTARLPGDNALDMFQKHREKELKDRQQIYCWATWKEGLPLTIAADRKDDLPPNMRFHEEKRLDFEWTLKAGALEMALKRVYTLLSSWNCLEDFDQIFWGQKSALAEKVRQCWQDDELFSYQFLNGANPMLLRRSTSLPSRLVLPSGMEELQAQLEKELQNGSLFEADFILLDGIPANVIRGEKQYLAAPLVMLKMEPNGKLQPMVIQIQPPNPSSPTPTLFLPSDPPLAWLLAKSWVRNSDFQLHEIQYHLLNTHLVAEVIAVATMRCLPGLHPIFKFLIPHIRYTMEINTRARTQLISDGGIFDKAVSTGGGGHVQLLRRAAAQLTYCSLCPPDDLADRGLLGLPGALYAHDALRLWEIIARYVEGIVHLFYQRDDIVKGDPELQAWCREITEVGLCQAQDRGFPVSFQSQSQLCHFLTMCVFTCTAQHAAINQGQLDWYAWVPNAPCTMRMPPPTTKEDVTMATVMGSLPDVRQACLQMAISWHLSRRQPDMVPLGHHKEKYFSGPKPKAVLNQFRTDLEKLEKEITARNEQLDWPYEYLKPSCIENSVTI
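Purified human 12hLO at 150 nM in 25 mM Hepes, 0.01% Triton X-100, pH 7.0, preincubated 15 min at room temperature with compound. Reaction started with 40 uM arachidonic acid, 30 min at room temperature. Hydroperoxide measured by Fe-xylenol orange, 573/405 nm absorbance ratio.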
* hit, by the source's call; ? = inconclusive; . = not tested or not shown; & = joins results of further samples; [ ] = another dose, or the depositor's remark. Unless noted, calls follow the shape of the dose curve; as a rule, active = well fitted curve in the direction sought with a large enough effect; inconclusive = small, poorly fitted or top-dose-only effect, or another doubt; inactive = no such curve, though single readings can be large; an effect the other way counts as inactive or inconclusive.

SMILES	G9a inh	ERG Ets-DNA blk	HP1b chromo inh	JMJD2A Tudor inh	RGS4 inh	BAZ2B block	PI4K2A block	GLS inhibitor	12-LOX inh
COc1ccc(OC)c(S(=O)(=O)NC2CCSc3ccccc32)c1 (stereo unspecified)	11%	-10%	21%	-6%	-1%	-22%	1	-2%	?
Cc1ccc(S(=O)(=O)N2CCN(C(=O)c3cccs3)CC2)cc1	1%[12.7 µM]	4%	-8%	3%	-18%	-3%	-15	7%	-4%
Cc1noc(C)c1S(=O)(=O)Nc1ccc(C(=O)N2CCN(c3ccc(F)cc3)CC2)cc1	-14%	2%	28%	-12%	0%	18%	-5	10%	6%
Cc1c(C)c2ccc(OC(C)C(=O)NC3CCN(Cc4ccccc4)CC3)cc2oc1=O (stereo unspecified)	.	-1%	18%	-19%	54%	-15%	1	3%	-8%
CCN(CC)C(=O)NC1CC(=O)N(c2ccc(OC)cc2)C1 (stereo unspecified)	-4%	2%	17%	-10%	41%	-3%	-2	13%	-15%
O=C(CSc1nc(-c2ccco2)cc(C(F)(F)F)n1)Nc1cccnc1	-4%[59 µM]	-13%	25%	-3%	11%	6%	7	-1%	10%
COc1cc2c(cc1OC)C(C(=O)N1CCOCC1)C(c1cccs1)N(C)C2=O (stereo unspecified)	14%	1%	8%	-14%	6%	9%	3	-1%	-18%
Cc1cccc(S(=O)C(c2ccccc2)c2ccccc2)c1 (stereo unspecified)	.	-12%	42%[activator]	4%	22%	.	3	-1%	?
CCOc1ccc(NC(=O)COC(=O)c2cc([N+](=O)[O-])ccc2N2CCOCC2)cc1	?	1%	-8%	-34%	-19%	?	0	-13%	-14%
O=C(Nc1ccccc1)c1ccc(N2CCN(c3ccccn3)CC2)c(S(=O)(=O)N2CCOCC2)c1	-44%	4%	2%	-35%	1%	-17%	1	-6%	?
O=C(/C=C\c1cccs1)c1c(O)ccc2ccc(=O)oc12	?	4%	3%	-3%	-17%	-15%	5	14%	-16%
C=CC[C@@H](CC(=O)N(CCO)Cc1ccccc1)C(=O)N[C@H](COC(=O)[C@@H](CC=C)Cc1ccc(F)cc1)Cc1c[nH]c2ccccc12	.	17%	7%	?	-2%	.	-5	-1%	?
COc1ccc(/C=N/n2c(SC)nnc(C(C)(C)C)c2=O)cc1	-6%	-1%	20%	-3%	-3%	3%	-4	5%	5%
COc1cc(C(=O)OCC(=O)Nc2ccc(C(C)=O)cc2)ccc1OCC(=O)N1CCOCC1	-17%[59 µM]	-1%	23%	-2%	-16%	14%	-5	5%	-21%
O=C(COC(=O)c1ccc[nH]c1=O)Nc1ccc2c(c1)OC(F)(F)O2	-6%	0%	-14%	-15%	3%	-7%	0	47%[activator]	?
O=C(OCc1nc2ccsc2c(=O)[nH]1)c1ccccc1	-8%	0%	-12%	-18%	19%	7%	1	0%	-3%
CCn1c2ccccc2c2nnc(SCC(=O)OCN3C(=O)c4ccccc4C3=O)nc21	-1%	-7%	30%	-13%	5%	12%	0	0%	0%
COc1ccc(OC)c(-c2cc(C(=O)NCc3cccs3)no2)c1	16%[59 µM]	5%	10%	1%	23%	-3%	1	-3%	2%
O=C(/C=C/c1ccco1)OCC(=O)c1ccc(OC(F)F)cc1	?	13%	25%	0%	-14%	-2%	3	-15%	150%[activator]
CCC1CCCCN1C(=O)c1cc(S(=O)(=O)N2CCOCC2)ccc1C (stereo unspecified)	.	2%	13%[57 µM]	1%	5%	.	2	-13%	-2%

Continued; it opens with the 2 that closed the last part.
SMILES	G9a inh	ERG Ets-DNA blk	HP1b chromo inh	JMJD2A Tudor inh	RGS4 inh	BAZ2B block	PI4K2A block	GLS inhibitor	12-LOX inh
O=C(/C=C/c1ccco1)OCC(=O)c1ccc(OC(F)F)cc1	?	13%	25%	0%	-14%	-2%	3	-15%	150%[activator]
CCC1CCCCN1C(=O)c1cc(S(=O)(=O)N2CCOCC2)ccc1C (stereo unspecified)	.	2%	13%[57 µM]	1%	5%	.	2	-13%	-2%
Cc1cccc(NC(=O)Cn2c(=O)n(CCC(=O)NC3CCCC3)c(=O)c3ccccc32)c1	-5%[59 µM]	-4%	17%	4%[57.1 µM]	15%[11.4 µM]	4%	2	11%	11%
CCn1c(-c2ccco2)nc2ccccc21	6.3µM*	0%	58%[activator]	-23%	-19%	18%	-5	6%	0%
COc1ccc(NC(=O)C2CCN(c3ncnc4c3nc3n4CCCCC3)CC2)cc1Cl	.	-2%	24%	-10%	-14%	-30%	-1	3%	14%
COc1ccccc1-c1nc(-c2ccncc2)no1	-1%[59 µM]	0%	39%[activator]	11%	3%	3%	-5	.	-21%
c1ccc(-c2cc3c(-n4cccc4)ncnc3o2)cc1	1%[59 µM]	7%	2%	-9%	-16%	-3%	4	0%	9%
O=C(CSc1nc(-c2ccco2)cc(C(F)(F)F)n1)NN1CCOCC1	5%	-1%	-2%	-10%	11%	-26%	-2	0%	-11%
N=c1c(C(=O)NCC2CCCO2)cc2c(=O)n3ccccc3nc2n1Cc1ccccc1 (stereo unspecified)	-10%	-3%	33%	1%	-8%	-6%	2	-8%	-27%
COc1ccc(NC(=S)NCc2cccnc2)cc1OC	.	2%	42%[activator]	-11%	-13%	-18%	-1	11%	?
O=C(NCC(=O)N(c1ccccc1)C(C(=O)NCC1CCCO1)c1ccccc1)c1ccco1 (stereo unspecified)	-8%[59 µM]	-5%	24%	-18%	-2%	-16%	-2	5%	-19%
O=C(Nc1cccc(Cl)c1)c1cc2c(=O)[nH]c3ccccc3c2s1	1%[59 µM]	-1%	4%	-32%	-16%	.	5	-3%	-21%
Cc1ccsc1/C=C/c1n[nH]c(=O)c(C#N)c1C	1%	-6%	25%	-2%	-13%	9%	4	-11%	-19%
COc1ccc(OCC(=O)NCC(c2ccc(OC)cc2)N2CCCCC2)cc1 (stereo unspecified)	18%	-3%&-2%	18%&13%	-19%&-23%	-5%&9%	-25%&-11%	-8&-1	0%&4%	-26%&-26%
Cc1ccc(-c2nc(CN(C)C(C3CC3)C3CC3)c(C)o2)cc1	-12%	8%	-2%	-26%	8%	-31%	0	-7%	2%
Cc1ccccc1OCC(=O)N/N=C/c1ccc2c(c1)OCCO2	-9%[59 µM]	.	15%	-9%	19%	5%	1	5%	1%
COc1ccc(F)cc1S(=O)(=O)NCCN1CCOCC1	6%	0%	42%[activator]	-4%	6%	1%	-4	-4%	0%
COc1ccc(C2(CNC(=O)c3ccc(Br)o3)CCOCC2)cc1	-20%[59 µM]	4%	27%	-15%	4%	-2%	4	3%	0%
Cc1ccc(NC(=O)C(C)c2cccc(C(=O)c3ccccc3)c2)cc1O (stereo unspecified)	2%[59 µM]	9%	1%	-33%	-19%	?	-6	1%	-23%
Cc1ccccc1Cn1cc(NC(=O)c2noc(C(C)C)c2[N+](=O)[O-])cn1	-25%	-2%	33%[activator]	20%	17%	?	1	-8%	9%
Cc1cc(C)c2oc(C(=O)Nc3c(C(=O)c4ccccc4)oc4ccccc34)cc(=O)c2c1	1%[59 µM]	2%	53%[activator]	-11%	-7%	-22%	-6	-6%	-17%
CCN(C[C@H]1N[C@@](Cc2ccccc2)(C(=O)OC)[C@H]2C(=O)N(Cc3ccccc3)C(=O)[C@@H]12)S(=O)(=O)c1ccc(C)cc1	.	-11%	42%[activator]	4%	-2%	.	0	-1%	-17%
Cc1ccccc1NS(=O)(=O)c1ccc2c(c1)NC(=O)CCS2	22%	-2%&-1%	45%&0%[activator]	-13%&-16%	21%[11.4 µM]	-12%	2&-1	9%&3%	-1%&0%
C=C1C(C(=O)Nc2cccc(OC)c2)C1C(=O)Nc1cccc(OC)c1 (stereo unspecified)	1%	7%	15%	-9%	11%	?	-23	8%	-3%
CCN(CC)CCN(C(=O)CCS(=O)(=O)c1ccccc1)c1nc2cc3c(cc2s1)OCO3	45µM*	2%	46%[activator]	-23%	-6%	-14%	-1	0%	0%
O=c1cc(N2CCN(Cc3ccccc3)CC2)[nH]c(=O)n1-c1ccc(Br)cc1	?	3%	1%	-19%	-2%	13%	5	7%	18%
CCCCNc1nc2c(-c3ccccc3)nnn2c2ccccc12	.	-16%	34%	-11%	-1%	-22%	4	-6%	-10%
CC(C)CCNC(=O)NC(=O)CSc1nnc(COc2ccccc2Cl)o1	3%[12.7 µM]	9%	50%[activator]	1%	23%	9%	3	2%	23%
Cc1ccc(S(=O)(=O)NCCC(=O)NCc2ccco2)cc1	?	-1%	34%	-6%	-20%	-6%	1	-9%	-7%
COc1ccc(C(=O)Nc2ccccc2C(=O)Nc2ccccc2C(=O)O)cc1	-3%[0.501 µM]	-2%	26%	-18%	-38%	-30%	-4	23%	?
Cc1ccc(Cl)cc1N1CCN(CCCNC(=O)Cn2ncc3c([nH]c4ccccc43)c2=O)CC1	-5%[59 µM]	4%	17%	-16%	25%	-2%	-1	3%	-40%
Cc1oc(-c2ccc(Cl)cc2)nc1CS(=O)CC(=O)NCc1ccccn1 (stereo unspecified)	17%	4%	61%[activator]	-6%	1%	-18%	1	-18%	-6%
O=C(NC1CCCC1)C1C2C=CC3(CN(Cc4cccs4)C(=O)C13)O2 (stereo unspecified)	26%	7%	39%[activator]	-18%	13%	4%	-2	1%	?
c1ccc2c(c1)NC1(CCCCCC1)n1c-2nc2ccccc21	23%[12.7 µM]	-6%	25%	-13%	22%	-34%	-10	10%	0%

Not all compounds are listed; count on the stated rates, not on these rows.
